Screening results as filed in PubChem BioAssay.
PGC1a acetyl inh – PGC1a acetylation modulation, inhibitor mode; AID 651687; 350,000 tested, 0.17% active; U2OS PGC1a acetylation, AlphaScreen anti-acetyl-lysine; with virally co-expressed GCN5 acetyltransferase; inhibition, % at 15.6 µM;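 active means every replicate shows inhibition of at least 40%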;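 further: 0% = neutral control wells and 100% = positive control wells; some results beyond the cut were filed as inactive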
FN deposit inh – fibronectin deposition inhibition | 350,000 tested, 0.086% active | AH1F fibroblasts, Alexa488-fibronectin deposition fluorescence, overnight | inhibition, % at 12.6 µM;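 active means mean inhibition across replicates of 30% or more, regardless of how many single replicates reach that level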;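 further: positive control wells lacked labelled fibronectin entirely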
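material = AH1F fibroblast monolayer depositing Alexa488-labelled fibronectin into matrix | amount = 10000 AH1F cells/well | buffer or medium = DMEM plus 2% serum, read in PBS | incubation = 1 h cell adhesion before compound, then overnight fibronectin incubation | detection = fluorescence at 485 nm excitation, 525 nm emission | evaluation = percent inhibition as loss of matrix-bound fibronectin fluorescence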
C2C12 statin – suppression of simvastatin myotoxicity; C2C12 myotubes + simvastatin, ATP luminescence, 48 h; scaled: DMSO 0, geranylgeraniol control 100; rescue of ATP level, % at 7.49 µM; 330,000 tested, 0.78% active;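 active means mean ATP rescue above about 67%, or every replicate alone reaching that limit, limit read from the data, passing the limit was not always enough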;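 further: myotubes were challenged with 10 µM simvastatin during compound exposure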
INS-1E GSIS act – primary screen for activators of insulin secretion dependent on glucose, INS-1E cells, GLuc reporter luminescence; INS-1E GLuc reporter insulin secretion, 2-3 h; activation, % at 16.6 µM; 370,000 tested, 0.61% active; AID 743287;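 active means lowest replicate activation of at least 40%, so every replicate reaches that level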;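 further: 0% = median of neutral control wells and 100% = median of IBMX positive control wells; some compounds called inactive have numbers as strong as hits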
miR122 inh – blocks miR-122 activity in Huh7 sensor cells; Huh7 miR-122 Renilla luciferase sensor, 48 h; neutral wells = 0, positive control = 100; activation (reporter increase), % at 12.5 µM; 340,000 tested, 0.3% active;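 active means mean replicate activation score at least 90 and every replicate individually at or above 90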;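 further: higher luciferase means less miR-122 activity so hits act as miR-122 inhibitors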
Cneo AK release – causes C. neoformans cell lysis. adenylate kinase release luminescence, 4 h; normalised: neutral wells 0, clomiphene wells 100. lysis activity, % at 15 µM. 360,000 tested, 0.2% active. AID 651654;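 active means mean lysis activity across replicates of at least 80%, whatever share of replicates individually reach that level; inactive means mean lysis activity below 80%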
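Schedule: static 4 h at 37 °C with compound, 1 h detection; system: C. neoformans cells; benchmarks: Clomiphene as positive control; buffer or medium: fresh YPD medium; measure: luminescence rise reflecting yeast cell lysis; measured by: luminescent adenylate kinase detection reagent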
F508del corr – correctors of CFTR F508del function in bronchial epithelial cells. CFBE cells, YFP halide quenching; stimulated with forskolin plus potentiator P3; % fluorescence drop versus neutral controls. activity (quench increase), % at 7.58 µM. 350,000 tested, 0.36% active;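 active means mean added fluorescence quench of at least 8% versus neutral control, with both replicates also reaching 8%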;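 further: cells transiently co-express mutant CFTR-F508del with the halide-sensitive YFP; corrector assay measuring rescue of mutant channel to the surface after 24 h compound exposure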
PglD inh – inhibitors of Campylobacter jejuni PglD acetyltransferase; purified PglD enzyme, DTNB colorimetric CoA detection; AID 602405; inhibition, % at 12.5 µM; 360,000 tested, 0.098% active; in the data active means inhibition above about 16%, passing the limit was not always enough; further: strong numbers were not always called active
* hit, by the source's call; / = not tested or not shown; [ ] = remark or other dose.

Start of the listing, in advance (three entries):
SMILES	PGC1a acetyl inh	FN deposit inh	C2C12 statin	INS-1E GSIS act	miR122 inh	Cneo AK release	F508del corr	PglD inh
CO[C@@H](CN(C)S(=O)(=O)c1ccc(F)cc1)[C@H](C)CN(Cc1ccccc1Cl)[C@H](C)CO	-15	7	-18	1	/	57	-0.5	-3
C[C@H](CO)N1C[C@H](C)[C@H](CN(C)C(=O)Nc2cccc3ccccc23)Oc2ccc(NC(=O)CCCCCC(=O)Nc3ccccc3N)cc2CC1=O	-1	/	34	22	-5[16.7 µM]	-3	2.2	-2
OCCNc1nc(N2CCCC2)nc(N2CCCC2)n1	-7	/	9	/	-3	2	/	-1

This part in full, from the first entry:
SMILES	PGC1a acetyl inh	FN deposit inh	C2C12 statin	INS-1E GSIS act	miR122 inh	Cneo AK release	F508del corr	PglD inh
CO[C@@H](CN(C)S(=O)(=O)c1ccc(F)cc1)[C@H](C)CN(Cc1ccccc1Cl)[C@H](C)CO	-15	7	-18	1	/	57	-0.5	-3
C[C@H](CO)N1C[C@H](C)[C@H](CN(C)C(=O)Nc2cccc3ccccc23)Oc2ccc(NC(=O)CCCCCC(=O)Nc3ccccc3N)cc2CC1=O	-1	/	34	22	-5[16.7 µM]	-3	2.2	-2
OCCNc1nc(N2CCCC2)nc(N2CCCC2)n1	-7	/	9	/	-3	2	/	-1
Cn1nc(-c2ccc(OCC(=O)NCC3CCCO3)cc2)c2ccccc2c1=O (stereo not drawn)	0	/	19	/	12	1	/	-1
Cc1nnc(SCCn2c(N3CCN(Cc4ccccc4)CC3)nc3c2c(=O)[nH]c(=O)n3C)s1	-3	7	-1	-7	5	/	/	0
CCc1ccc(N2CC34C=CC(O3)C(C(=O)OC)C4C2=O)cc1 (stereo not drawn)	/	17	1	1	/	0	-3.0	1
CN(C)S(=O)(=O)c1cccc(C(=O)NCCCn2ccnc2)c1	-2	-6	3	6	-2	-1	-2.3	/
COc1ccccc1NC(=O)N[C@@H]1CC[C@@H](CC(=O)NCc2ccc(Cl)c(Cl)c2)O[C@@H]1CO	8	-12	-8	-11	/	1	2.6	-2
Cc1cc(C(=O)Nc2cccc3c2O[C@@H](CN(C)Cc2ccc(C(F)(F)F)cc2)[C@H](C)CN([C@H](C)CO)C3=O)n(C)n1	7	/	-13	-10	127*[16.7 µM]	-23	-1.2	1
CCN(CC)S(=O)(=O)c1cccc(C(=O)N[C@H](C(=O)NCc2ccc(Cl)cc2)C(C)C)c1	-6	/	-17	/	0	-1	/	-3
CN(C)CCNc1ncnc2c1sc1nc(N3CCCC3)c3c(c12)CC(C)(C)OC3	-13	7	-8	46	-6	3	6.5	-4
CCOc1ccc(OCC)c(S(=O)(=O)NCc2ccccn2)c1	7	/	-7	5	77	-2	-1.7	-5
COc1ccc(S(=O)(=O)Nc2ccc3c(c2)C(=O)N([C@@H](C)CO)C[C@@H](C)[C@H](CN(C)C(=O)C2CCCCC2)OCCCC[C@@H](C)O3)cc1	7	/	/	-29	-17[16.7 µM]	-1	-2.7	-1
COc1cccc(NC(=O)CN(C)C(=O)/C=C/c2cn(-c3ccccc3)nc2-c2cccs2)c1	/	-1	-1	6	-5	0	-1.6	-12
C[C@H](CO)N1C[C@H](C)[C@@H](CN(C)S(=O)(=O)c2ccccc2)Oc2c(NC(=O)c3ccc(-c4nccs4)cc3)cccc2C1=O	2	/	-16	-5	15[16.7 µM]	-20	-0.9	-4
O=C(NNc1nc(-c2ccc(F)cc2)cs1)c1ccccc1	4	18	/	11	/	/	0.4	/
CCN1[C@H](C(=O)NCC(F)(F)F)[C@@H](CO)[C@@H]2Cn3c(ccc(-c4ccccc4)c3=O)[C@@H]21	/	/	8	-2	-1[16.7 µM]	2	-0.8	-6
COc1cc(N)c(Cl)cc1C(=O)OCC(=O)NCc1cccs1	5	0	1	10	11	0	3.2	3
Cc1ccc(CN(C)C(=O)c2cccc(S(=O)(=O)N3CCCC3)c2)cc1	1	5	-7	/	/	2	1.4	-3
COc1ccc(/C(C)=N/NC(=O)C(NC(=O)c2ccccc2)c2n[nH]c(=O)c3ccccc23)c(OC)c1 (stereo not drawn)	6	-2	8	16	-5	-1	6.3	-6
Clc1ccc(/C=C/c2nc3ccccc3[nH]2)c(Cl)c1	4	10	-54	/	-1	2	/	-2
O=C(Nc1ccc2c(c1)[C@@H]1C[C@H](CC(=O)N3CCc4ccccc4C3)O[C@@H](CO)[C@@H]1O2)c1ccc2c(c1)OCO2	-1	9	13	-11	-6[16.7 µM]	-15	-4.4	-3
CCOC(=O)C1CCN(CC(=O)Nc2c(C(=O)OC)[nH]c3ccc(Cl)cc23)CC1	-6	/	17	/	-14	0	/	4
COc1ccccc1NS(=O)(=O)c1cc(NC(=O)CNC(=O)c2ccc(C)s2)ccc1Cl	15	-5	/	/	48	1	-0.9	1
O=C(NN1C(=O)NC2(CCCCC2)C1=O)c1cc(F)cc(F)c1	-7	2	1	5	5	-1	-0.8	4
CCc1nc(SCC(=O)Nc2nnc(CC(C)C)s2)n[nH]1	1	-6	6	2	0	0	0.2	-5
Fc1ccc(CSc2ncnc3nc[nH]c23)cc1	4	10	158*	-5	-2	0	-4.1	-5
Cc1ccc(S(=O)(=O)N[C@@H]2C=C[C@@H](CC(=O)N3CCN(c4ccccc4)CC3)O[C@H]2CO)cc1	-3	1	1	-7	/	-4	2.1	-4
CO[C@@H]1CN(C)C(=O)c2cc(NS(C)(=O)=O)ccc2OC[C@H](C)N(C(=O)C2CCCC2)C[C@H]1C	/	-9	-9	7	4[16.7 µM]	-2	0.5	-2
Cn1nc(-c2ccccc2)c(CSc2ccccc2)c1Cl	-22	/	1	/	1	5	/	2
Cc1c(NC(=O)c2ccc(C(=O)Nc3c(C)n(C)n(-c4ccccc4)c3=O)cc2)c(=O)n(-c2ccccc2)n1C	0	3	0	8	-1	0	-2.2	-5
CCCCc1cc(=O)oc2cc(OCC(=O)Nc3ccccn3)ccc12	-17	1	44	15	-6	-1	2.2	2
Cn1cc(CNC(=O)C2CCC(=O)N(Cc3cccc(C(F)(F)F)c3)C2)cn1 (stereo not drawn)	1	2	0	-3	-5	0	0.1	1
O=C(N[C@@H]1CC[C@H](CC(=O)N2CCc3ccccc3C2)O[C@@H]1CO)C1CCOCC1	1	-9	2	1	-3[16.7 µM]	-3	-0.8	-1
Cc1ccc(N/C=C2\CCCCC2=O)c(C)c1	1	/	4	-3	-6	/	/	/
CCCOc1ccc(F)cc1-c1cc(C(=O)Nc2ccc(OC)cc2OC)[nH]n1	-26	4	-6	8	2	3	-0.3	-4
Cc1ccc(S(=O)(=O)N2CCCCC2)cc1NC(=O)COC(=O)c1cccc(O)c1	/	-8	-2	-1	-1	1	0.6	0
COc1ccc(NC(=O)N(C)C[C@@H]2Oc3ccc(NS(=O)(=O)c4ccc(F)cc4)cc3C(=O)N([C@H](C)CO)C[C@@H]2C)cc1	-11	-8	0	-4	3[16.7 µM]	67	-4.6	1
Cc1cc(Cl)ccc1N(CC(=O)N=Nc1c(O)[nH]c2ccccc12)S(C)(=O)=O	0	-1	11	/	-5	2	/	-1
O=C(CC1C(=O)NCCN1Cc1ccc(Cl)c(F)c1)NCC1CCOCC1 (stereo not drawn)	-4	-9	/	-23	/	/	-0.8	/
NNC(=O)Nc1cccc(C(F)(F)F)c1	2	-3	5	7	7	3	-0.4	5
CC(C)CCNC(=O)CCC(=O)NNc1nc2ccccc2c2nc(-c3ccccc3)nn12	/	-13	-4	-7	-5	1	/	0
O=C(CN(C(=O)CNC(=O)c1ccco1)c1cccc(F)c1)NC1CCCCC1	/	-6	5	8	/	-1	-0.4	3
O=C(C[C@@H]1C[C@H]2c3cc(NC(=O)NC4CCCC4)ccc3O[C@H]2[C@@H](CO)O1)NCCN1CCCCC1	-1	2	7	10	-4[16.7 µM]	3	4.0	-1
COc1ccc(CNC(=O)C2CC(=O)N(C3CCCC3)C2)cc1 (stereo not drawn)	6	3	-5	-9	-1	5	-0.2	-3
Clc1ccc(Cc2nn3c(Cn4nnc5ccccc54)nnc3s2)cc1	/	-2	/	/	0	4	/	-3
Cc1ccc(-c2nc3cccnc3s2)cc1NS(C)(=O)=O	11	-1	-10	/	14	2	-0.2	3
COc1ccc(CCN(C)C(=O)c2cc(-c3ccc(C)cc3)nc3ccccc23)cc1OC	/	6	-12	-9	/	1	2.6	-8

Arranged by value in INS-1E GSIS act (low to high): 3 of the compounds above.
smiles	INS-1E GSIS act
CC(C)CCNC(=O)CCC(=O)NNc1nc2ccccc2c2nc(-c3ccccc3)nn12	-7
COc1ccc(NC(=O)N(C)C[C@@H]2Oc3ccc(NS(=O)(=O)c4ccc(F)cc4)cc3C(=O)N([C@H](C)CO)C[C@@H]2C)cc1	-4
O=C(C[C@@H]1C[C@H]2c3cc(NC(=O)NC4CCCC4)ccc3O[C@H]2[C@@H](CO)O1)NCCN1CCCCC1	10

(further entries)
SMILES	PGC1a acetyl inh	FN deposit inh	C2C12 statin	INS-1E GSIS act	miR122 inh	Cneo AK release	F508del corr	PglD inh
COCC(=O)Nc1ccc2c(c1)C(=O)N(C)C[C@@H](OC)[C@@H](C)CN(C(C)=O)[C@@H](C)CO2	-3	0	-4	15	-16[16.7 µM]	2	-5.2	-1
O=C(NCC(=O)N(CC1CCCO1)C(C(=O)NC1CCCC1)c1cccnc1)c1ccco1 (stereo not drawn)	-14	/	-18	/	2	0	/	0
O=C(O)CCCc1nc(-c2ccccc2)no1	-7	-1	2	/	-4	1	/	5
COc1cccc(N(C(=O)c2snc(C(N)=O)c2N)C(C(=O)NCC2CCCO2)c2c[nH]c3ccccc23)c1 (stereo not drawn)	/	2	6	0	/	11	0.2	-3
COc1ccccc1OCC(=O)N/N=C1\CCCCc2ccccc21	5	1	2	37	-2	-2	3.3	10
CCCNC(=O)C[C@@H]1CC[C@@H]2[C@H](COc3ccc(NC(=O)c4cccc(Cl)c4)cc3C(=O)N2C)O1	-2	11	-12	-7	-10[16.7 µM]	0	-0.5	-2
O=C(CCSc1nnc2scc(-c3ccccc3)n12)Nc1nc(-c2ccccc2)ns1	6	9	-6	/	-7	3	/	-3
COc1ccccc1N1C(=O)C2CC(C)=C(C)CC2C1=O (stereo not drawn)	-5	-7	3	/	2	0	/	-6
COc1ccc(C2CC(c3ccc(Cl)cc3Cl)Nc3nc(N)nn32)cc1 (stereo not drawn)	3	6	6	-5	2	-1	-3.5	4
C#CCOCCOCCOCCNc1nc(N2CCOCC2)nc(N2CCN(C(=O)[C@H](C)n3cc(CCCN=C(N)N)nn3)CC2)n1	6	-2	-1	-1	2	9	0.4	0
COc1ccc(S(=O)(=O)N(C)C[C@@H]2Oc3c(NS(=O)(=O)c4cccs4)cccc3C(=O)N([C@@H](C)CO)C[C@@H]2C)cc1	-6	/	-1	7	-2[16.7 µM]	3	-5.6	2
CC(=O)c1ccc(NC(=O)c2ccc(-n3cnnn3)cc2)cc1	/	-11	10	1	/	/	-0.9	/
Cc1cccc(OCC(=O)NNC(=O)C2CCN(c3ncnc4sc(C)c(C)c34)CC2)c1	/	-4	11	-23	1	-1	-2.4	6
C[C@H]1CN([C@@H](C)CO)S(=O)(=O)c2ccc(C#CC(C)(C)O)cc2O[C@H]1CN(C)CC1CC1	9	/	-11	6	-6[16.7 µM]	-4	-0.9	-40
O=S(=O)(NCC[C@H]1CC[C@H](NS(=O)(=O)c2ccccc2Cl)[C@@H](CO)O1)c1ccc(F)cc1	-1	/	1	-7	/	-1	2.6	-1
O=S(=O)(c1cccc2cccnc12)n1cnc2ccccc21	-8	/	/	/	5	-3	/	4
CNC[C@@H]1Oc2ccc(NS(=O)(=O)c3ccc(C)cc3)cc2C(=O)N([C@@H](C)CO)C[C@H]1C	6	/	-1	1	0[16.7 µM]	1	-1.5	0
